# NFkB SMM: binds human NF-kappa-B p105 on microarray; P19838; Small molecule microarray, anti-His fluorescence binding; calls only; 1.3% of 17,000 active; AID 624139;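 active = spot fluorescence over background significantly raised, with a chance value under 7% in all four replicate spots of the compound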;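 also: probe protein is his-tagged human p50 processed subunit at 1 µg/ml; raw spot fluorescence signals with no normalization applied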
# Target sequence (P19838 1-433 limits assumed): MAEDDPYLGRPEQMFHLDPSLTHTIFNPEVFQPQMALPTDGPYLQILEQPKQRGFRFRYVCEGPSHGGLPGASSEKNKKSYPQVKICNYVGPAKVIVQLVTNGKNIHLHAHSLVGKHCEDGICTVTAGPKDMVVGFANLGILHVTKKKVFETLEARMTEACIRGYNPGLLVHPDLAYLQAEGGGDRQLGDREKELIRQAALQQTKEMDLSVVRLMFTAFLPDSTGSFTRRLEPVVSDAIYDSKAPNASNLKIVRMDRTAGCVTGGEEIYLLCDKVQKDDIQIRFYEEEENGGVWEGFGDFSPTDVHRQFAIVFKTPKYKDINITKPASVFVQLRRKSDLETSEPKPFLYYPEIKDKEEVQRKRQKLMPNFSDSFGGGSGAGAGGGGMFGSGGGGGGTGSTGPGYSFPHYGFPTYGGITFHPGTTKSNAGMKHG
# Calls only; i = inactive; + = active, no number. Some of the compounds tested; rates above refer to the full screens.
SMILES,NFkB SMM
CC(C)=CCc1c(O)c(CC=C(C)C)c2c(c1O)C(=O)CC(c1ccc(O)cc1O)O2 (configuration not stated),i
OC(CN1c2ccccc2Sc2ccccc21)Cn1nnc2ccccc21 (configuration not stated),i
C[C@@H]1CN([C@@H](C)CO)C(=O)c2cc(NC(=O)Nc3ccc4c(c3)OCO4)ccc2O[C@H]1CN(C)Cc1ccc(Cl)c(Cl)c1,i
CCOC(=O)C1=C(C)NC(c2ccccc2)=C(C(=O)OCc2ccc([N+](=O)[O-])cc2)C1C#Cc1ccccc1 (configuration not stated),i
C[C@H](CO)N1C[C@H](C)[C@H](CN(C)S(=O)(=O)c2ccc3c(c2)OCCCO3)OCc2cn(nn2)CCCC1=O,i
O=[N+]([O-])c1nn(-c2ccccc2)n(O)c1=NCc1ccco1,i
C[C@@H]1CN([C@@H](C)CO)C(=O)Cc2cc(NC(=O)c3ccncc3)ccc2O[C@H]1CN(C)CC1CC1,i
CNC[C@@H]1OCCCC[C@@H](C)Oc2ccc(NC(=O)c3ccncc3)cc2C(=O)N([C@@H](C)CO)C[C@H]1C,i
COc1ccc(NC(=S)NCc2cn(-c3ccccc3)nc2-c2ccccc2)cc1OC,i
C[C@@H]1CN([C@H](C)CO)C(=O)c2cccc(NC(=O)c3nc4ccccc4s3)c2O[C@@H]1CN(C)C(=O)Nc1ccccc1,i
C[C@@H]1CN([C@H](C)CO)C(=O)Cc2cc(NC(=O)Nc3ccccc3)ccc2O[C@@H]1CN(C)Cc1ccncc1,i
CCOC(=O)c1cc(C2COc3ccccc3O2)sc1NC(=S)NC(=O)c1ccccc1 (configuration not stated),i
O=C1CC(c2ccc(O)c(O)c2)Oc2c1ccc(O)c2O (configuration not stated),i
COc1ccc(CCNC(=O)[C@@]2(Cc3ccccc3I)c3ccccc3C(=O)N(Cc3ccccc3OC)[C@H]2c2ccc(CO)cc2)cc1,i
CNC[C@H]1Oc2ccc(NS(=O)(=O)c3ccc(OC)cc3)cc2CC(=O)N([C@@H](C)CO)C[C@@H]1C,i
C[C@H]1CCCCO[C@H](CN(C)C)[C@@H](C)CN([C@@H](C)CO)C(=O)c2cc(NC(=O)C3CCCCC3)ccc2O1,i
COc1cc(O[C@@H]2O[C@H](CO)[C@@H](O)[C@H](O)[C@H]2O)cc2occ(-c3ccc(O)cc3)c(=O)c12,i
Cc1noc(C)c1S(=O)(=O)N(C)C[C@H]1OCc2cnnn2CCCC(=O)N([C@@H](C)CO)C[C@H]1C,i
O=C(O)c1cccc(NC(=O)c2ccc(CN3C(=O)c4ccccc4C3=O)cc2)c1,i
C[C@@H]1CN([C@H](C)CO)C(=O)CCCn2cc(nn2)CO[C@@H]1CN(C)C(=O)c1cc(-c2ccccc2)on1,i
C[C@@H]1CN([C@@H](C)CO)C(=O)c2cc(NC(=O)CCCN(C)C)ccc2O[C@@H]1CN(C)Cc1ccc(C(=O)O)cc1,i
CC(=O)NC(Cc1c[nH]c2ccccc12)C(=O)O (configuration not stated),i
Cc1ccc(S(=O)(=O)c2nc(-c3ccccc3F)oc2NCC2CCCO2)cc1 (configuration not stated),i
COc1ccc(NC(=O)Nc2cccc3c2O[C@@H](CN(C)C)[C@@H](C)CN([C@@H](C)CO)C3=O)cc1,i
CCc1cccc(C)c1NC(=O)CSc1nnc(-c2ccc(C)cc2)n1C,i
# (further entries)
SMILES,NFkB SMM
Cc1noc(C)c1NC(=O)N(C)C[C@@H]1Oc2ccc(NC(=O)Cc3cn(C)c4ccccc34)cc2C(=O)N([C@@H](C)CO)C[C@H]1C,i
CCOc1ccc(C)cc1S(=O)(=O)n1nnc2ccccc21,+
C[C@@H]1CCCCO[C@@H](CN(C)C(=O)C2CCCCC2)[C@H](C)CN([C@H](C)CO)C(=O)c2cc(N(C)C)ccc2O1,i
O=C1C(=O)N(CCCn2ccnc2)C(c2ccccc2)C1C(=O)c1ccco1 (configuration not stated),i
COc1c(O)c2c(=O)cc(OC)c3c4c(OC)cc(=O)c5c(O)c(OC)c(C[C@@H](C)OC(=O)c6ccccc6)c(c(c1C[C@@H](C)OC(=O)Oc1ccc(O)cc1)c23)c54,i
COc1ccc(NC(=O)Nc2ccc3c(c2)C(=O)N([C@@H](C)CO)C[C@H](C)[C@H](CN(C)S(=O)(=O)c2ccc(C)cc2)OCCCC[C@H](C)O3)cc1,i
Cc1ccc2cccc(S(=O)(=O)N3CCC(C(=O)O)CC3)c2n1,i
C[C@@H]1CCCCO[C@@H](CN(C)S(C)(=O)=O)[C@@H](C)CN([C@H](C)CO)C(=O)c2cc(NS(=O)(=O)c3ccccc3)ccc2O1,i
Cc1noc(C)c1NC(=O)Nc1ccc2c(c1)CC(=O)N([C@H](C)CO)C[C@H](C)[C@@H](CN(C)C)O2,i
C[C@@H]1CCCCO[C@@H](CN(C)S(=O)(=O)c2cccs2)[C@H](C)CN([C@H](C)CO)C(=O)c2cc(NC(=O)Cc3ccccc3)ccc2O1,i
CNC[C@H]1OCCCC[C@@H](C)Oc2ccc(NS(=O)(=O)c3cccs3)cc2C(=O)N([C@@H](C)CO)C[C@H]1C,i
C[C@@H]1CN([C@@H](C)CO)C(=O)c2cc(NC(=O)Nc3cccc4ccccc34)ccc2O[C@@H]1CN(C)Cc1ccc(-c2ccccc2)cc1,i
C[C@H]1CN([C@@H](C)CO)C(=O)c2cccc(NC(=O)NC3CCCCC3)c2O[C@H]1CN(C)S(=O)(=O)c1cn(C)cn1,i
COc1ccccc1CN(C)C[C@@H]1OCc2cnnn2CCCC(=O)N([C@H](C)CO)C[C@@H]1C,i
CC(C)NC(=O)N(C)C[C@@H]1OCCCC[C@@H](C)Oc2ccc(NC(=O)c3ccccc3)cc2C(=O)N([C@@H](C)CO)C[C@@H]1C,i
CCOc1ccccc1NC(=O)CSc1nnc(-c2ccco2)n1C,i
CSc1ccccc1NC(=O)CN(c1cc(C)cc(C)c1)S(C)(=O)=O,i
C[C@H](CO)N1C[C@H](C)[C@H](CN(C)S(=O)(=O)c2cccs2)Oc2c(NC(=O)C3CCCCC3)cccc2C1=O,i
C[C@@H]1CCCCO[C@H](CN(C)C(=O)c2ccccc2)[C@H](C)CN([C@@H](C)CO)C(=O)c2cc(NC(=O)Nc3ccc(F)cc3)ccc2O1,+
C[C@H](CO)N1C[C@H](C)[C@H](CN(C)C(=O)NC2CCCCC2)Oc2c(NS(=O)(=O)c3ccc(F)cc3)cccc2C1=O,i
CNC[C@@H]1OCCCC[C@@H](C)Oc2ccc(NC(=O)Nc3ccccc3)cc2C(=O)N([C@H](C)CO)C[C@H]1C,i
COc1ccccc1Nc1nc(N)nc(CN2CCCCCC2)n1,i
C[C@H](CO)N1C[C@H](C)[C@@H](CN(C)Cc2ccccc2)Oc2ccc(NS(=O)(=O)c3cccs3)cc2CC1=O,i
C[C@H]1CN([C@@H](C)CO)C(=O)c2cccc(NC(=O)NC3CCCCC3)c2O[C@H]1CN(C)C,i
COC(=O)C1=C/c2ccccc2C(C2CC2)N(Cc2ccc(OC)cc2)/C=C\1C(=O)OC (configuration not stated),i

# Quoted at random: 5 entries already listed, in no set order.
SMILES,NFkB SMM
COc1ccc(NC(=O)Nc2cccc3c2O[C@@H](CN(C)C)[C@@H](C)CN([C@@H](C)CO)C3=O)cc1,i
C[C@@H]1CCCCO[C@@H](CN(C)S(C)(=O)=O)[C@@H](C)CN([C@H](C)CO)C(=O)c2cc(NS(=O)(=O)c3ccccc3)ccc2O1,i
C[C@H](CO)N1C[C@H](C)[C@H](CN(C)C(=O)NC2CCCCC2)Oc2c(NS(=O)(=O)c3ccc(F)cc3)cccc2C1=O,i
C[C@@H]1CN([C@@H](C)CO)C(=O)c2cc(NC(=O)Nc3cccc4ccccc34)ccc2O[C@@H]1CN(C)Cc1ccc(-c2ccccc2)cc1,i
CCc1cccc(C)c1NC(=O)CSc1nnc(-c2ccc(C)cc2)n1C,i

# Following part:
SMILES,NFkB SMM
C[C@@H]1CN([C@H](C)CO)C(=O)Cc2cc(NS(C)(=O)=O)ccc2O[C@@H]1CN(C)Cc1ccc2c(c1)OCO2,i
Cc1cc(SCC(=O)Nc2sc3c(c2C#N)CCCC3)nc2ccccc12,i
COc1ccc(NC(=O)N(C)C[C@@H]2Oc3ccc(NS(=O)(=O)c4ccccc4)cc3C(=O)N([C@H](C)CO)C[C@@H]2C)cc1,i
C=CCN1C(=O)[C@]2(O[C@H](CCO)[C@@H]([Si](C)(C)c3ccc(OC)cc3)[C@@H]2C)c2cc(I)ccc21,i
C[C@H](CO)N1C[C@H](C)[C@@H](CN(C)CC2CC2)Oc2c(NC(=O)c3cnccn3)cccc2C1=O,i
CC(C)NC(=O)N(C)C[C@H]1Oc2ccc(NC(=O)Nc3cccc4ccccc34)cc2CC(=O)N([C@@H](C)CO)C[C@H]1C,i
CC(C)NCC(O)COc1ccccc1-n1cccc1 (configuration not stated),i
Cn1c(SCC(=O)Nc2cccc(C(F)(F)F)c2)nnc1-c1cc2cc(Cl)ccc2o1,i
C[C@H]1CN([C@@H](C)CO)C(=O)c2cc(NS(=O)(=O)c3ccc(F)cc3)ccc2O[C@@H]1CN(C)C(=O)Nc1ccccc1,i
COc1ccc(S(=O)(=O)Nc2ccc3c(c2)CC(=O)N([C@H](C)CO)C[C@@H](C)[C@H](CN(C)C)O3)cc1,i
C[C@@H]1CCCCO[C@H](CN(C)C(=O)CCCN(C)C)[C@H](C)CN([C@@H](C)CO)C(=O)c2cc(NC(=O)Cc3ccccc3)ccc2O1,i
C[C@H]1CCCCO[C@@H](CN(C)C(=O)Cc2ccccc2)[C@@H](C)CN([C@@H](C)CO)C(=O)c2cc(N(C)C)ccc2O1,i
COc1ccc(NC(=O)Nc2cccc3c2O[C@@H](CN(C)C(=O)Nc2ccccc2)[C@H](C)CN([C@H](C)CO)C3=O)cc1,i
CC(C)NC(=O)Nc1cccc2c1O[C@@H](CN(C)C)[C@@H](C)CN([C@H](C)CO)C2=O,i
CNC[C@@H]1Oc2ncc(C#CCN(C)C)cc2C(=O)N([C@H](C)CO)C[C@@H]1C,i
COc1cccc(NC(=O)/C=C/c2ccc(Cl)cc2)c1,i
C[C@@H]1CN([C@@H](C)CO)C(=O)Cc2cc(NS(C)(=O)=O)ccc2O[C@@H]1CN(C)S(=O)(=O)c1cccs1,i
O=C(NCc1cccnc1)c1cccc(NC(=O)c2ccco2)c1,i
C[C@@H]1CCCCO[C@H](CN(C)Cc2ccncc2)[C@H](C)CN([C@@H](C)CO)C(=O)c2cc(NS(C)(=O)=O)ccc2O1,i
C[C@H](CO)N1C[C@H](C)[C@H](CN(C)C)Oc2ccc(NC(=O)Nc3ccc4c(c3)OCO4)cc2C1=O,i
O=C(/C=C/C=C/c1ccc2c(c1)OCO2)N1CCCC1,i
C[C@@H]1CCCCO[C@@H](CN(C)S(=O)(=O)c2cn(C)cn2)[C@@H](C)CN([C@@H](C)CO)C(=O)c2cc(NS(=O)(=O)c3cn(C)cn3)ccc2O1,i
CNC[C@@H]1Oc2ccc(NC(=O)c3ccncc3)cc2CC(=O)N([C@@H](C)CO)C[C@H]1C,i
COc1ccc(NC(=O)C(=O)NCCCO)c(OC)c1,i
C[C@@H]1CN([C@@H](C)CO)C(=O)Cc2cc(NS(=O)(=O)c3cn(C)cn3)ccc2O[C@@H]1CN(C)CC1CC1,i

# For reference, seven of the compounds above:
SMILES,NFkB SMM
C[C@@H]1CCCCO[C@H](CN(C)Cc2ccncc2)[C@H](C)CN([C@@H](C)CO)C(=O)c2cc(NS(C)(=O)=O)ccc2O1,i
C[C@H](CO)N1C[C@H](C)[C@H](CN(C)C)Oc2ccc(NC(=O)Nc3ccc4c(c3)OCO4)cc2C1=O,i
O=C(/C=C/C=C/c1ccc2c(c1)OCO2)N1CCCC1,i
C[C@@H]1CCCCO[C@@H](CN(C)S(=O)(=O)c2cn(C)cn2)[C@@H](C)CN([C@@H](C)CO)C(=O)c2cc(NS(=O)(=O)c3cn(C)cn3)ccc2O1,i
CNC[C@@H]1Oc2ccc(NC(=O)c3ccncc3)cc2CC(=O)N([C@@H](C)CO)C[C@H]1C,i
COc1ccc(NC(=O)C(=O)NCCCO)c(OC)c1,i
C[C@@H]1CN([C@@H](C)CO)C(=O)Cc2cc(NS(=O)(=O)c3cn(C)cn3)ccc2O[C@@H]1CN(C)CC1CC1,i

# (list continues)
SMILES,NFkB SMM
C=C(C(=O)O)[C@@H]1CC[C@@]2(C)CCC=C(C)[C@@H]2C1,i
C[C@H](CO)N1C[C@H](C)[C@@H](CN(C)Cc2ccc(Cl)c(Cl)c2)Oc2ccc(NC(=O)Nc3ccc4c(c3)OCO4)cc2C1=O,i
CNC[C@@H]1Oc2c(NC(=O)c3ccncc3)cccc2C(=O)N([C@@H](C)CO)C[C@H]1C,i
C[C@H](CO)N1C[C@H](C)[C@@H](CN(C)S(=O)(=O)c2ccc(F)cc2)OCCCC[C@H](C)Oc2ccc(NC(=O)Nc3ccc(C(F)(F)F)cc3)cc2C1=O,+
CCOc1ccc(NC(=O)C(C)Sc2ncnc3sc(-c4ccccc4)cc23)cc1 (configuration not stated),i
C[C@@H]1CN([C@@H](C)CO)C(=O)c2cc(NS(C)(=O)=O)ccc2O[C@@H](C)CCCCO[C@@H]1CN(C)S(=O)(=O)c1ccccc1,i
CCn1c(SCC(=O)Nc2c(C)cc(C)cc2C)nnc1-c1ccccc1C,i
[N-]=[N+]=Nc1ccccc1C[C@@]1(C(=O)NCC(O)CO)N=C(c2ccc(OCCCO)cc2)O[C@@H]1c1ccccc1 (some centres not stated),i
C[C@H]1CN([C@@H](C)CO)C(=O)CCCn2nncc2CO[C@H]1CN(C)C(=O)Nc1ccc(N2CCN(C)CC2)cc1,i
C[C@H]1CN([C@@H](C)CO)C(=O)c2cccc(NC(=O)NC3CCCCC3)c2O[C@@H]1CN(C)S(=O)(=O)c1ccc(Cl)cc1,i
CCOc1cc(C2N=C(Nc3nc4ccccc4o3)NC3=C2C(=O)CC(C)(C)C3)ccc1O (configuration not stated),i
CC(=O)CCc1c(C)[nH]c2ccccc2c1=O,i
C[C@@H]1CN([C@@H](C)CO)C(=O)c2cc(NC(=O)Nc3ccccc3)ccc2O[C@@H]1CN(C)Cc1ccncc1,i

# High-throughput results as filed in PubChem BioAssay.
